SRC2 inh – inhibits human steroid receptor coactivator 2; inhibition, % at 9 µM; 0.17% of 370,000 active; Q15596; HEK293 GAL4-SRC2 luciferase reporter, luminescence;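 active means inhibition above the mean inhibition of all tested compounds plus 3 SD, set per campaign, cut at about 52% in these data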;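 further: 0% = DMSO treated cells and 100% = cells given Gossypol at 36 µM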
NOD2 RIPK2 PPI – inhibitors of human NOD2-RIPK2 interaction; O43353; CHO BLA complementation NOD2-RIPK2, CCF4 ratio; inhibition, % at 4.98 µM; 0.38% of 360,000 active; in the data active means inhibition above about 21%;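 further: 0% = vehicle only and 100% = reference blocker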
Target sequence (O43353 whole entry, looked up): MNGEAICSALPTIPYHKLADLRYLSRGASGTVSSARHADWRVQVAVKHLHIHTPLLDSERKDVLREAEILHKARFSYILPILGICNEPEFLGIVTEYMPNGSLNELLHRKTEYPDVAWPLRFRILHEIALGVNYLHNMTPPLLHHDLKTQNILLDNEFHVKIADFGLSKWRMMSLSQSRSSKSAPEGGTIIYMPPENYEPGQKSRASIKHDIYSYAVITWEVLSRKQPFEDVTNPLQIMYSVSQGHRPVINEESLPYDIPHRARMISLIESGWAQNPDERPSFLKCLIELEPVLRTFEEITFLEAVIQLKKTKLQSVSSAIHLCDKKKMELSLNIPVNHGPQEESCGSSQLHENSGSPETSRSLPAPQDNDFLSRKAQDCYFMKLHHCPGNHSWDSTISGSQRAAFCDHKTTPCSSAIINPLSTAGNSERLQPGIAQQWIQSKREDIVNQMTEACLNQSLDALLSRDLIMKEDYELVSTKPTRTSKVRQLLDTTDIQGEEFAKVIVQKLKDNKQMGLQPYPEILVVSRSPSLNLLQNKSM
ABCB6 inh MLPCN – blocks the human ABCB6 transporter; Q9NP58; K562-ABCB6 porphyrin accumulation, flow cytometry, 1 h; stronger effect = lower value; fluorescence ratio to DMSO, % at 10 µM; 0.19% of 360,000 active; AID 602162;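 active means fluorescence ratio to DMSO below 75%, the collection mean minus 3 SD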;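 further: signal is porphyrin accumulated inside mitochondria; 100% equals median channel fluorescence of DMSO control wells; lower ratio means ABCB6 inhibition with less porphyrin fluorescence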
MC4R barr agon – activates human MC4R beta-arrestin recruitment; activation, % at 8.9 µM; AID 540308; 0.98% of 360,000 active; U2OS MC4R beta-arrestin complementation, luminescence; percent of melanotan II response, DMSO zero;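 active means activation above a per-plate cutoff, the mean activation of sample wells on that plate plus 3 SD, cut at about 8% in these data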
Cardio protect – protects H9c2 cardiomyocytes from peroxide injury. H2O2 injury protection, ATPLite, 2 h. protection from H2O2 cell death, % at 20 µM. 0.63% of 360,000 active. AID 588492;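 active means compounds giving at least 50% protection of heart cells from peroxide-induced death in the single-dose screen, raw or plate-pattern-corrected value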;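 further: 0% = DMSO wells with peroxide and 100% = DMSO wells without peroxide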
TLR9-MyD88 inh – blocks human TLR9 binding to MyD88 | inhibition, % at 4.98 µM | Q9NR96+Q99836 | CHO BLA complementation TLR9-MyD88, CCF4 FRET ratio | 0.21% of 340,000 active;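 active means inhibition above the mean over all tested compounds plus 3 SD, cut at about 21% in these data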;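 further: 0% = DMSO only wells and 100% = clavulanate BLA inhibitor control wells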
MC4R antagonist – antagonists of human melanocortin 4 receptor (MC4R) | MC4R-expressing cells, MTII-stimulated cAMP, LANCE TR-FRET | inhibition, % at 6.5 µM | AID 540295 | 0.48% of 360,000 active | P32245;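 active means inhibition above its plate's cutoff, the mean of tested wells on that plate plus 3 SD, cut at about 29% in these data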;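 further: 0% = Melanotan II alone and 100% = Melanotan II plus saturating MCL0020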
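System – human MC4R-expressing U2OS cells · Also added – Melanotan II · Dosing – one concentration, 6.5 µM nominal · Timing – 30-min compound, 1-h challenge, 1-h detection, room temperature · Measured by – Eu-cAMP/anti-cAMP TR-FRET, emission 671 nm · Replicates – singlicate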
HTR2A ag – agonists of mouse serotonin 5-HT2A receptor (HTR2A). P35363. CHO-K1 mHTR2A beta-arrestin complementation, luminescence; percent of 30 µM serotonin response. activation, % at 7.6 µM. 0.66% of 360,000 active. AID 624169;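 active means activation above a run cutoff, the mean activation of all tested compounds plus 3 SD, cut at about 14% in these data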;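 further: 0% = plate median of compound wells and 100% = 30 µM serotonin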
Target sequence (P35363 whole entry, looked up): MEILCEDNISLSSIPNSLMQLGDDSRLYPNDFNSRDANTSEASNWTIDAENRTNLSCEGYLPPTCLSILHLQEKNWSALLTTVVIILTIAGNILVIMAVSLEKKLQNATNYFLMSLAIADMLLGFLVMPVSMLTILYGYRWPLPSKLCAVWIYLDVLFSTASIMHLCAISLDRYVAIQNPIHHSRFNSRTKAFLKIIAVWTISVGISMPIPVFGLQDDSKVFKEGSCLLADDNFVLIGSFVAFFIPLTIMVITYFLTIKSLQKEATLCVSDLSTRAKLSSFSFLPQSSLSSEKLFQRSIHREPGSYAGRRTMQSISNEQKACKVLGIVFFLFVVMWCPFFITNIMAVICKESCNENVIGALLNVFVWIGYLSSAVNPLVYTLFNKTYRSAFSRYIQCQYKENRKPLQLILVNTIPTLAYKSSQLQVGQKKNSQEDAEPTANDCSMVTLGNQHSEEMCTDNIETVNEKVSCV
Glyco luc inh – blocks N-linked glycosylation in D54 reporter cells; reporter increase, % at 12.5 µM; AID 588692; D54 ERlucT glycosylation luciferase reporter, 24 h; percent of 100 nM tunicamycin response; 0.23% of 360,000 active;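 active means mean luciferase reporter signal, scaled so untreated is 0 and the glycosylation-blocking control 100, at or above a set limit in every replicate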;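 further: luciferase carries N-glycosylation sites so blocking glycosylation raises the light; 0% = median of neutral control wells and 100% = median of 100 nM tunicamycin wells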
ABHD5-PLIN5 inh – ABHD5-PLIN5 protein interaction inhibition. Q00G26+Q8WTS1. Split G. princeps luciferase complementation, luminescence, 4 h. inhibition, % at 4 µM. 0.78% of 360,000 active;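 active means inhibition above the mean inhibition across every tested compound plus 3 SD, cut at about 22% in these data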;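 further: 0% = DMSO only wells and the 100% control is not disclosed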
An asterisk follows results filed as active; . = not tested or not shown. These rows are one share of the data, so the mix of outcomes need not match the whole.

SMILES	SRC2 inh	NOD2 RIPK2 PPI	ABCB6 inh MLPCN	MC4R barr agon	Cardio protect	TLR9-MyD88 inh	MC4R antagonist	HTR2A ag	Glyco luc inh	ABHD5-PLIN5 inh
COC1=CC(=O)OC12CCCCC2	-9	6	99	-0.3	-3	-6	3	-1	-1	1
O=C(N/N=C/c1cc2c(cc1Cl)OCO2)c1cccc(Br)c1	-44	-11	96	-0.3	-7	-11	0	4	1	6
Cc1ccc2cc(C(c3nnnn3Cc3ccccc3)N3CCc4ccccc43)c(=O)[nH]c2c1 (stereo not given)	-25	-2	102	-0.7	-2	2	7	3	-1	-8
O=C(CSc1nc2cc(Cl)ccc2o1)N1CCOCC1	-9	-6	87	1.8	-15	5	-7	-10	-1	8
COc1ccccc1CN1C(=NC(=O)CCC2CCCC2)SC2CS(=O)(=O)CC21 (stereo not given)	-35	-4	99	3.0	-3	-3	10	6	-3	-2
O=C(Nc1cc(S(=O)(=O)N2CCOCC2)ccc1O)c1ccc2c(c1)S(=O)(=O)c1ccccc1C2=O	-17	-8	92	-1.3	6	-7	-8	-6	-2	4
O=c1[nH]c(NCCO)nc2c1C1(CCCCC1)Cc1ccccc1-2	-15	-10	94	1.4	-4	-6	7	-6	2	-17
O=C(Nc1ccncc1)C1COc2ccccc2O1 (stereo not given)	-11	3	100	-1.9	-7	2	-3	-5	-2	-7
Cc1ccc(CNC(=O)C(=O)NCC2OCCN2C(=O)c2ccc(Cl)cc2)cc1 (stereo not given)	-17	-6	92	-1.8	-5	0	4	1	1	-2
NC(Cc1ccc(Cl)cc1)c1csc(Nc2ccc(-c3ccccc3)nn2)n1 (stereo not given)	-6	7	96	15*	-12	.	10	0	1	-8
COc1ccc(CN2C(=O)COc3ccccc32)cc1	-19	-2	94	0.6	0	-8	5	-1	-3	-3
O=C(Nc1ccccc1)Nc1ccc2ccccc2c1	-50	9	96	1.9	-9	-7	9	-3	-5	-2
CC(C)C(NC(=O)OCc1ccccc1)C(=O)OCC(=O)N1CCCCC1 (stereo not given)	-43	0	93	-1.3	3	2	15	1	-1	3
CC(C)(C)NC(=S)N/N=C/c1cc(Br)c(O)c(Br)c1	-24	-2	102	-1.2	-6	-1	14	4	-1	1
COc1ccccc1-c1cc(-c2cc(Cl)ccc2O)n[nH]1	-23	2	94	0.9	4	-5	-8	-2	-1	-1
O=C(/C=C/c1cccc(F)c1)c1ccc(N2CCOCC2)cc1	-26	1	99	-2.1	-24	1	8	-6	13	21
COc1cccc(S(=O)(=O)Nc2ccc(C(=O)N3CCCCCC3)cc2)c1	-18	5	103	-0.4	-7	-11	27	-1	-2	-2
COc1ccc(S(=O)(=O)N2CCC(C)CC2)cc1Br	-32	6	94	1.3	-16	1	13	-5	-2	-4
O=C1Nc2ccccc2C1=O	-1	-9	95	0.3	3	-2	-2	1	3	-1
COc1cc(NC(=O)[C@H](C)NC(=O)N2CCn3c2nc2ccccc23)cc(OC)c1	-10	2	101	-0.3	6	0	9	0	6	6
c1coc(CN2CNc3nc4ccccc4n3C2)c1	-13	5	101	3.8	6	1	-3	2	1	4
COc1cccc(NC(=O)c2ccccc2-c2nc(-c3cccc(C)c3)no2)c1	0	-8	95	-1.3	-13	-5	25	4	-4	-3
C/C(=N/NC(=O)CNC(=O)c1cccnc1)c1ccco1	17	3	102	2.1	3	-11	11	0	-1	1
CCOC(=O)C1(C)CCCN(C(=O)c2cccc(C(F)(F)F)c2)C1 (stereo not given)	-19	13	104	0.4	-3	.	-5	-1	2	0
CCOC(=O)C1=C(c2cccc(F)c2)NC(=S)NC1C (stereo not given)	24	-12	141	-2.4	10	-3	2	-4	-1	-5

Part of the list above in order of SMILES length, rising.
SMILES	SRC2 inh	NOD2 RIPK2 PPI	ABCB6 inh MLPCN	MC4R barr agon	Cardio protect	TLR9-MyD88 inh	MC4R antagonist	HTR2A ag	Glyco luc inh	ABHD5-PLIN5 inh
O=C(Nc1ccncc1)C1COc2ccccc2O1 (stereo not given)	-11	3	100	-1.9	-7	2	-3	-5	-2	-7
C/C(=N/NC(=O)CNC(=O)c1cccnc1)c1ccco1	17	3	102	2.1	3	-11	11	0	-1	1
O=C(/C=C/c1cccc(F)c1)c1ccc(N2CCOCC2)cc1	-26	1	99	-2.1	-24	1	8	-6	13	21

Next structures
SMILES	SRC2 inh	NOD2 RIPK2 PPI	ABCB6 inh MLPCN	MC4R barr agon	Cardio protect	TLR9-MyD88 inh	MC4R antagonist	HTR2A ag	Glyco luc inh	ABHD5-PLIN5 inh
COc1ccc(-n2c(N)c(C(=O)NCc3ccco3)c3nc4ccccc4nc32)cc1OC	9	-7	102	-1.6	38	1	14	4	1	20
O=C(Cc1ccc(Cl)cc1)Oc1cccc2cccnc12	.	-5	101	0.8	-4	3	-2	5	1	2
COc1cc(C(=O)NCc2nnc(SCC(=O)N3CCCc4ccccc43)o2)cc(OC)c1OC	13	-12	101	1.8	8	-18	24	1	2	-3
Cc1cc2cc3c(cc2nc1SCC(=O)O)OCCO3	-11	-13	97	-0.5	-2	-13	0	0	3	8
O=C1CC2(CCCCCC2)Oc2ccc(Cl)cc21	-1	-6	95	2.5	2	3	-5	1	-3	7
N#Cc1ccc(NC(=O)c2nc(-c3ccccc3)n(-c3ccccc3)n2)cc1	-2	-8	103	-0.5	20	-10	8	5	-2	-1
CCCN(C(=O)Cc1coc2cc(C)c(C)cc12)c1c(N)n(Cc2ccccc2)c(=O)[nH]c1=O	20	-2	97	-3.5	-3	4	4	0	1	0
CN(CC(=O)Nc1ccc(Cl)cc1)CC(=O)Nc1cccc(Br)c1	-3	8	93	0.5	-11	2	16	-10	3	-1
CC(Oc1ccc(Cl)cc1)C(=O)OCC(=O)Nc1ncc(Cl)cc1Cl (stereo not given)	-36	-5	105	-1.3	7	-11	0	0	2	1
CCN(C(=O)CSc1nnc(-c2ccc(OC)cc2)n1C(C)C)C1CCS(=O)(=O)C1 (stereo not given)	-12	-17	97	-1.4	-6	2	9	5	1	1
COc1cc(CC(=O)Nc2ccc3nc(C)sc3c2)cc(OC)c1OC	8	-2	75	-1.3	6	-2	0	-3	3	-4
Cc1ccc(C(C(=O)NC2CCCC2)N(C(=O)c2csnn2)C2CCCC2)o1 (stereo not given)	-4	1	103	2.0	5	-1	15	-3	1	3
CCN1CCN(c2oc(/C=C/c3ccccc3)nc2C#N)CC1	8	1	95	0.9	-1	-5	-10	-3	-4	0
COc1cc(/C=C2/SC(=S)N(Cc3ccccc3)C2=O)ccc1O	-23	-4	494	-2.8	-10	6	-13	-1	-1	-7
COc1ccc(CNC2CCCCC2)cc1	16	1	101	-1.1	-7	-3	3	-1	-1	-1
COc1ccc(N2C(=S)NC(C)(C)CC2(C)c2ccc(OC(C)=O)cc2OC(C)=O)cc1 (stereo not given)	25	-5	98	-2.9	9	-3	5	9	2	3
c1ccc(-c2ccc3cnccc3n2)cc1	-18	-2	94	.	-2	.	.	-2	2	2
COc1ccc(/C=C2/CCc3ccccc3C2=O)cc1OC	-62	1	98	-2.6	-2	-2	-3	3	1	10
CC(=O)c1sc(Nc2ccc3c(c2)OCO3)nc1C	-56	2	94	.	3	.	.	14	4	10
C/C(N)=C(/C#N)C(=O)CSc1cc(C)c2ccccc2n1	-15	2	350	-1.3	1	12	1	3	3	-1
CSc1ccc(/C=C(\NC(=O)c2ccc(C)cc2)C(=O)NN)cc1	0	-11	93	-1.0	-1	.	-1	0	-2	9
Cc1nc(SC(C(=O)c2ccccc2)c2ccccc2)nc2ccccc12 (stereo not given)	-54	-9	96	-1.7	-1	-3	0	3	-3	-6
NC(=O)c1cc([N+](=O)[O-])ccc1N1CCCCC1	12	-8	92	-1.4	2	6	0	4	2	-4
CCN1C(=O)c2ccc(C(=O)Nc3nccs3)cc2C1=O	-34	-3	107	-1.3	-2	-5	2	5	3	-1
C[C@@H]1CN([C@@H](C)CO)C(=O)CCCn2nncc2CO[C@@H]1CN(C)C(=O)OCc1ccccc1	11	6	106	0.6	-2	-6	-1	-4	-1	-7
Carrying on:
SMILES	SRC2 inh	NOD2 RIPK2 PPI	ABCB6 inh MLPCN	MC4R barr agon	Cardio protect	TLR9-MyD88 inh	MC4R antagonist	HTR2A ag	Glyco luc inh	ABHD5-PLIN5 inh
COC(=O)[C@H](CCSC)NC(=O)NCCc1ccc(F)cc1	-3	-16	96	-1.4	6	0	20	3	0	0
CCN(Cc1nc2cc(Cl)ccc2c(=O)[nH]1)C(=O)C1CC(=O)N(c2cccc3ccccc23)C1 (stereo not given)	16	-16	103	-0.1	11	-4	3	-2	2	-2
N=c1c(C(=O)NC2CCCC2)cc2c(=O)n3ccccc3nc2n1CCCN1CCOCC1	-30	-13	162	-1.1	9	-25	3	5	1	1
CCOc1ccc(CNC(=O)C(C)n2ccc3cc(S(=O)(=O)N4CCCC4)ccc32)cc1 (stereo not given)	-5	4	105	0.4	-8	9	-2	8	-1	1
CCCCCCC(=O)N/N=C/Cc1ccccc1	-3	-4	92	-1.9	-1	0	-2	-6	0	-9
CCN(CC)C(=O)C(=O)c1cccn1-c1cccc(OC)c1C#N	-7	-1	105	0.2	11	-4	-3	-1	3	-1
CCOc1ccc(-n2c(C)nc3cc(C(=O)NCc4ccco4)ccc32)cc1	-6	3	97	1.1	-3	-12	5	2	0	3

As entered above:
CCN(Cc1nc2cc(Cl)ccc2c(=O)[nH]1)C(=O)C1CC(=O)N(c2cccc3ccccc23)C1 (stereo not given) @ ABHD5-PLIN5 inh: -2
CCN(CC)C(=O)C(=O)c1cccn1-c1cccc(OC)c1C#N @ Glyco luc inh: 3
N=c1c(C(=O)NC2CCCC2)cc2c(=O)n3ccccc3nc2n1CCCN1CCOCC1 @ MC4R barr agon: -1.1
CCOc1ccc(CNC(=O)C(C)n2ccc3cc(S(=O)(=O)N4CCCC4)ccc32)cc1 (stereo not given) @ SRC2 inh: -5
COC(=O)[C@H](CCSC)NC(=O)NCCc1ccc(F)cc1 @ MC4R barr agon: -1.4
CCCCCCC(=O)N/N=C/Cc1ccccc1 @ TLR9-MyD88 inh: 0
CCOc1ccc(-n2c(C)nc3cc(C(=O)NCc4ccco4)ccc32)cc1 @ TLR9-MyD88 inh: -12
